# bCat nuc transl = alters nuclear translocation of beta-catenin in HeLa cells; immunofluorescence imaging; nuclear translocation activity, % at 5 µM; 190,000 tested, 0.3% active;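 active = nuclear translocation activity above 50% at 5 µM, with a well cell count of 50 or more; inconclusive = wells under 50 cells across six images, flagged as toxic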;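 also: per-cell ratio of nuclear to cytoplasmic median beta-catenin stain intensity; plate controls were DMSO negative control for no effect and GSK-3 inhibitor IX positive control for full effect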
#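 Assay system: human HeLa cells, native beta-catenin; doses: 5 µM primary, 0.02–20 µM confirmation; incubation: compound treatment 24 h, 37°C, 5% CO2; technique: fluorescence imaging of beta-catenin antibody stain plus DAPI; measure: % activation, nuclear-to-cytoplasmic median beta-catenin signal ratio per cell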
# Hep lipid drop = hepatic lipid droplet formation modulation; inhibition, % at 6.5 µM; 240,000 tested, 0.4% active; AML12 mouse hepatocytes, oleate lipid droplets, BODIPY imaging;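 active = lipid droplet intensity inhibited by at least 50%, with more than 500 cells counted; inconclusive = wells with under 300 cells, treated as cytotoxic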
#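 Material – AML12 mouse liver cells · Also added – oleate loading, 100 µM · Compound dosing – 6.5 µM single-point dosing · Times – overnight treatment with compound plus oleate · Measured by – fluorescence imaging, 20x objective, two fields per well · Read-out – percent inhibition of filter-corrected integrated lipid droplet intensity per well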
# T cell HTS = modulates CD8 T cell binding to vesicles; 2C CD8+ T cell-vesicle binding, flow cytometry; hits give low values; calls only at 7 µM; 330,000 tested, 0.068% active; AID 2052;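 active = response, share of CD8 T cells binding vesicles, and their 90th percentile fluorescence all below set limits, cut at about 80% in these data, passing the limit was not always enough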
#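 Incubation: binding step 1.5 h, 37 °C, antibody labelling 20 min, ice; system: murine 2C transgenic CD8+ T lymphocytes; technique: cytometric PE anti-B7-1 and Alexa647 anti-CD8 signals after 1% paraformaldehyde fixation; also added: QL9-charged Drosophila Ld/ICAM-1/B7-1 vesicles; control set: naked versus QL9-loaded vesicles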
# Myeloid diff 2 = promotes myeloid progenitor differentiation; ER-HoxA9 myeloid progenitors, lysozyme-GFP differentiation, flow cytometry; calls only at 10 µM; 360,000 tested, 1% active; AID 624256;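 active = normalized GFP-positive differentiation at or above the plate's own cutoff, the solvent-only control mean plus 3 SD; inconclusive = no clear call, values can overlap the other calls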;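 also: cells exposed to compound for four days before flow analysis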
# Insulin prom up = MIN6 insulin promoter up-regulation. MIN6 insulin promoter-GFP reporter, high-content imaging; hits give high values. z-score at 5 µM. 190,000 tested, 0.3% active. AID 1625;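 active = z-score above 3 at 5 µM with at least 500 cells counted in the well; inconclusive = wells under 500 cells, flagged as cytotoxic or low count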
# PMI inhibitors = inhibitors of human PMI, primary screen, biochemical, fluorescence intensity, coupled assay (AID 1209) | purified PMI enzyme, coupled fluorescence intensity; higher % means a stronger effect | inhibition, % at 20 µM, or IC50 in µM where a hit was titrated | 190,000 tested, 0.42% active; in the data active = inhibition above about 50%;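 also: plate controls were DMSO vehicle for no effect and wells lacking substrate for full effect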
# Dynein cargo inh = blocks dynein driven cargo transport along microtubules | 3617.4 mouse cells, GR-EGFP nuclear translocation imaging; test concentration mostly 20 µM; stimulated with dexamethasone, 1 µM; hits give low values | z-score, hits read low | 220,000 tested, 0.47% active | AID 1381;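 active = plate z-score of nuclear minus cytoplasmic receptor signal below a set negative limit, without overly bright fluorescence or cell loss, cut at about -3.5 in these data, passing the limit was not always enough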;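 also: z-score of nuclear minus cytoplasmic ring GR-EGFP intensity difference per well; some compounds called inactive have numbers as strong as hits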
#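 Buffer or medium – tet-free medium with charcoal-stripped serum · Signal – automated 10x imaging of fixed Hoechst-stained cells · Also added – dexamethasone agonist, 1.0 µM final, for 30 min · Incubation – induction 48 h, compound 1 h, agonist 30 min · Read-out – GR-EGFP nuclear translocation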
# TNAP activation fold = stimulation of alkaline phosphatase TNAP activity – biochemical, luminescent, no phosphate acceptor, uHTS, primary screen (AID 1001); one-dose activation fold at 20 µM; EC50 in µM for titrated hits; purified TNAP, luminescent activation assay, no phosphate acceptor; higher activation fold means a stronger effect; 200,000 tested, 0.03% active; in the data active = activation fold from about 3, or a potency from the dose series; inactive = the rest, 99 in 100 with activation fold below about 1.6; also: many of its hits are not listed in these tables
# MT stabilize HCS = microtubule stabilization, imaging screen; HeLa tubulin immunostaining HCS, 24 h; share of cells brighter than vehicle mean+2SD; % tubulin-high responders, % at 10 µM; 200,000 tested, 0.83% active; AID 2205;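 active = plate Z-score above 3 for both tubulin-high and condensed-nucleus cell shares, with cell loss under 80%, at 10 µM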;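 also: anti alpha tubulin signal scored within the nucleus-defined area of each cell; some results filed as inactive read as strong as hits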
# Dynein cargo inh cytoplasmic EGFP = second read-out of Dynein cargo inh, no call of its own (marks repeat the call); z-score; measured here: cytoplasmic GR-EGFP intensity; hits give high values
# Dynein cargo inh nuclear GR-EGFP = recorded beside Dynein cargo inh, whose call it bears; z-score; measured here: nuclear GR-EGFP intensity;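 lower value marks the stronger effect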
# Dynein cargo inh cell count = second read-out of Dynein cargo inh, no call of its own (marks repeat the call); z-score; measured here: cell count per field
# Insulin prom up cell count = recorded beside Insulin prom up, whose call it bears; cell count; measured here: cytotoxicity, nuclei count;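 total cells summed across four imaged fields per well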
# Hep lipid drop cells 6.5 µM = also measured in Hep lipid drop; calls as there; cell count; measured here: cell count, cytotoxicity flag;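 cells counted across two imaged fields per well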
# bCat nuc transl cell count 5 µM = further read-out of bCat nuc transl, marked with its call; cell count; measured here: cell count, cytotoxicity flag
# T cell HTS vesicle-bound % = further read-out of T cell HTS, marked with its call; double positive events, %; measured here: CD8+ vesicle-bound cell fraction;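 binding gate set so that unloaded-vesicle control wells show 10% double positive cells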
# MT stabilize HCS Hoechst-high % = recorded beside MT stabilize HCS, whose call it bears; % Hoechst-high responders; measured here: nuclear condensation Hoechst responders;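 share of cells brighter than vehicle mean plus two SD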
# MT stabilize HCS cytotoxicity % = also measured in MT stabilize HCS; calls as there; toxicity, %; measured here: cytotoxicity by cell density;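 0% = mean cell density of plate MIN control wells and 100% = no cells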
# Myeloid diff 2 GFP+ MAC1+ % = also measured in Myeloid diff 2; calls as there; GFP+ MAC1+ double positive, %; measured here: differentiation confirmed by MAC1 staining
# An asterisk follows results filed as active; i = inactive; ? = inconclusive; nt = no result given; + = active, no number.
SMILES,bCat nuc transl,bCat nuc transl cell count 5 µM,Hep lipid drop,Hep lipid drop cells 6.5 µM,T cell HTS,T cell HTS vesicle-bound %,Myeloid diff 2,Myeloid diff 2 GFP+ MAC1+ %,Insulin prom up,Insulin prom up cell count,PMI inhibitors,Dynein cargo inh,Dynein cargo inh cytoplasmic EGFP,Dynein cargo inh nuclear GR-EGFP,Dynein cargo inh cell count,TNAP activation fold,MT stabilize HCS,MT stabilize HCS Hoechst-high %,MT stabilize HCS cytotoxicity %
Cn1c(=S)[nH]c2[nH]c(=O)cnc2c1=O,nt,nt,7,728,i,63,i,1.0,0.7,1260,-15%,-0.34,-0.075,0.013,0.59,1.1,4.7,1.5,3.1
O=C(COc1ccc(Br)cc1)N(CCO)CCO,0.8,1127,1,790,i,40,i,0.4,0.05,1622,0%,-0.23,-0.32,-0.016,0.18,1,2.7,0.6,6.1
CCOC(=O)c1c(NC(=O)c2ccccc2Cl)sc2c1CCc1ccccc1-2,0.1,539,-3,717,i,34,i,0.8,-0.08,1179,45%,-0.22,-0.19,0.49,0.42,1.1,3.1,1.3,13
N#Cc1ccc(OCc2nnc(-c3ccc([N+](=O)[O-])cc3)o2)cc1,-2.0,1005,1,706,i,56,i,0.1,0.34,1280,3%,-0.53,-0.095,0.11,-0.22,1.1,3.9,2.8,5.8
CN(Cc1nc(-c2cccc(Cl)c2)no1)C1CCOCC1,-0.4,981,-6,689,i,22,i,0.5,0.3,1543,6%,-1.2,0.077,-0.45,0.47,1.1,4.7,2.1,2.5
CN1CCN(C(=S)c2ccc([N+](=O)[O-])cc2)CC1,-1.7,1112,7,619,i,41,i,0.6,0.73,1558,19%,-0.25,-0.26,-0.21,0.4,1.1,2.6,2.8,5.2
CC1(c2ccc3c(c2)OCO3)NC(=O)N(CC(=O)NCCC2=CCCCC2)C1=O (stereo not drawn),-3.6,960,nt,nt,i,3,i,0.7,0.26,1433,1%,0.24,0.22,0.046,-0.025,1.1,2.1,1.3,6.7
CCn1cc(C(=O)O)c(=O)c2cc(OC)ccc21,-0.4,1171,1,728,i,27,i,0.6,1.1,1357,18%,-1.3,-0.19,-0.49,0.47,1.1,4.0,3.1,5.0
O=c1cc(-c2ccccc2Cl)oc2c(Br)ccc(O)c12,nt,nt,-3,755,i,22,+,4.4*,0.71,1096,-24%,0.27,-0.33,0.45,0.69,1,4.6,2.9,8.0
CCCS(=O)(=O)c1c(S(=O)(=O)CCC)c2ccc(C(N)=O)cn2c1C(=O)c1ccc(OC)cc1,1.9,947,-12,648,i,47,i,0.4,nt,nt,15%,0.62,-0.27,-0.048,0.64,1.1,3.6,2.6,11
O=C(CCSc1nnc(-c2ccncc2)o1)Nc1ccc(Cl)cc1,-5.4,1226,9,737,i,14,i,0.4,-0.25,846,6%,0.28,-0.028,0.34,-0.07,1,3.2,3.9,6.6
COc1ccc(-c2nc(=S)c3c(n2Cc2cccnc2)CC(C)(C)OC3)cc1,0.2,1307,6,690,i,33,i,0.5,0,1049,nt,0.73,-0.27,1.1,-0.74,nt,nt,nt,nt
N#Cc1ccc(-c2ccccc2)nc1SCC(=O)c1cccc(Cl)c1,-1.1,1380,nt,nt,i,30,+,1.1*,nt,nt,2%,-0.49,-0.068,-0.11,-0.2,1.1,1.5,1.1,7.5
CN(C)CCNC(=O)c1ccc(COc2ccc(Cl)cc2Cl)cc1,3.2,1114,nt,nt,i,14,i,0.0,-0.68,1392,-6%,-1.5,2.1,-0.9,-6.1,1.1,4.3,2.2,1.5
CCCNC(=O)c1ccc2c(=O)c(O)c(-c3cccc(Br)c3)[nH]c2c1,2.0,1018,-2,747,i,34,i,0.6,?,nt,nt,1.7,-0.39,0.82,-0.97,nt,nt,nt,nt
CCN(CCCNC(=O)C1CCC(=O)N1Cc1ccc(F)cc1)c1cccc(C)c1 (stereo not drawn),0.4,1345,nt,nt,i,17,i,0.8,2.3,1588,6%,3.2,-0.15,1.1,-1.7,1.1,1.9,0.8,5.6
COc1cccc(NC(=O)c2ccc(CN3CCN(c4ccccc4)CC3)cc2)c1,nt,nt,nt,nt,i,51,i,0.6,nt,nt,14%,-0.41,-0.17,-0.19,0.13,0.9,1.8,1.0,4.6
CCN(CC)c1ccc(N)cc1S(=O)(=O)Nc1ccc(OC)cc1,2.7,1353,-21,707,i,45,i,0.4,0.59,1119,nt,-0.51,-0.27,0.16,0.084,nt,nt,nt,nt
CC1=CC(=C2C=CC(=O)C=C2)C=C(C)N1C,-0.1,1118,-10,798,nt,nt,nt,nt,0.31,1458,nt,-0.042,-0.23,-0.052,0.15,nt,nt,nt,nt
O=C(O/N=C1/CCSc2ccccc21)c1ccc(F)cc1,-0.5,1380,nt,nt,i,41,i,3.5,-0.31,1520,5%,0.28,-0.14,0.71,-0.29,1.1,1.5,1.4,10.0
COc1ccc(C)c(Cn2c(-c3nonc3N)nc3ccccc32)c1,101*,720*,nt,nt,i,31,?,nt,-0.64,1119,4%,-0.74,-0.19,0.06,-1.4,1.1,14,5.5,17
C=CCSC1=N/C(=C\c2cc(OC)c3c(c2)OCO3)C(=O)S1,-5.5,818,nt,nt,i,20,i,0.0,0.18,1050,-2%,-0.57,-0.19,0.05,0.54,1,5.1,1.8,6.4
O=C(C1=C[C@H](c2ccccc2)C[C@H](OCCCCO)O1)N1CCN(Cc2ccccc2)CC1,-4.0,1179,-9,713,i,61,i,2.8,1.4,1169,-4%,-0.53,-0.3,-0.0065,0.37,1,2.0,1.3,2.4
CC(C)(C)NC(=O)C(c1ccco1)N(Cc1ccc(F)cc1)C(=O)c1snc(C(N)=O)c1N (stereo not drawn),-0.2,1118,nt,nt,i,28,i,4.3,-0.67,1238,7%,0.49,-0.33,0.066,0.38,1,2.8,1.4,13
C=CCOc1c(Br)cc(/C=N/Nc2ccc(C(=O)O)cc2)cc1OCC,-6.6,598,-26,496,i,49,i,0.8,0.13,1271,-2%,0.032,-0.22,-0.29,-0.83,1,3.3,2.2,5.2
Cc1ccc(OCC(=O)Nc2c[nH]c(=O)[nH]c2=O)cc1C,-3.6,1044,0,708,i,38,i,0.0,-0.29,1246,-5%,-0.035,-0.084,0.06,-0.4,1.2,2.7,1.9,6.8
Nc1ccc2c(c1)COC2=O,1.2,1078,24,710,i,43,i,0.6,-0.13,1237,-5%,0.027,-0.25,-0.3,0.58,1.1,1.4,0.9,1.8
Cc1cccc(C)c1NC(=O)NN(C(=O)c1ccccc1)C(C)(C)C,0.0,919,-7,661,i,18,i,0.4,0.05,1324,6%,0.11,-0.23,0.44,-0.22,1,2.0,2.4,7.6
C=CCNC(=O)/C(C#N)=C/c1cn(-c2ccccc2)nc1-c1cccs1,-1.3,1094,-1,662,i,60,i,1.0,-0.33,1379,21%,-0.16,-0.22,-0.0016,1.1,1.1,2.2,9.7,3.7
Clc1ccc(C2=CC(c3ccco3)n3ncnc3N2)cc1 (stereo not drawn),-1.0,1328,nt,nt,i,64,i,0.6,-0.93,1611,-12%,0.022,0.054,-0.57,-0.02,1,3.4,1.9,3.2
O=C(O)C1Cc2ccccc2CN1S(=O)(=O)/C=C/c1ccccc1 (stereo not drawn),1.7,985,-6,678,i,34,i,0.1,-0.07,1355,-25%,-0.16,-0.049,0.071,-1.5,1,2.6,1.9,5.6
C/C(CC(=O)Nc1ccc(N(C)C)cc1)=N\NC(=O)c1ccncc1,-0.3,1061,10,752,i,55,i,0.7,-0.26,1409,-15%,-0.33,-0.25,-0.31,0.26,1.2,3.6,1.3,12
CC(=O)Nc1nnc(CSCc2ccccc2F)s1,-1.2,1130,-7,733,i,42,i,0.5,nt,nt,nt,-0.77,-0.21,-0.51,0.81,nt,nt,nt,nt
c1ccc2[nH]c(CSc3nc4ccccc4o3)nc2c1,-0.6,1040,-4,497,i,31,i,7.0,0.86,1852,9%,-0.89,-0.036,-0.27,0.7,1.2,6.8,2.9,6.2

# Random excerpt: 2 entries already listed.
SMILES,bCat nuc transl,bCat nuc transl cell count 5 µM,Hep lipid drop,Hep lipid drop cells 6.5 µM,T cell HTS,T cell HTS vesicle-bound %,Myeloid diff 2,Myeloid diff 2 GFP+ MAC1+ %,Insulin prom up,Insulin prom up cell count,PMI inhibitors,Dynein cargo inh,Dynein cargo inh cytoplasmic EGFP,Dynein cargo inh nuclear GR-EGFP,Dynein cargo inh cell count,TNAP activation fold,MT stabilize HCS,MT stabilize HCS Hoechst-high %,MT stabilize HCS cytotoxicity %
C/C(CC(=O)Nc1ccc(N(C)C)cc1)=N\NC(=O)c1ccncc1,-0.3,1061,10,752,i,55,i,0.7,-0.26,1409,-15%,-0.33,-0.25,-0.31,0.26,1.2,3.6,1.3,12
CC(=O)Nc1nnc(CSCc2ccccc2F)s1,-1.2,1130,-7,733,i,42,i,0.5,nt,nt,nt,-0.77,-0.21,-0.51,0.81,nt,nt,nt,nt

# Source: PubChem
